# Screens as filed in PubChem.
# MC4R barr agon = human MC4R agonism via beta-arrestin. 0.98% of 360,000 active. U2OS MC4R beta-arrestin complementation, luminescence; percent of melanotan II response, DMSO zero. activation, % at 8.9 µM. AID 540308. P32245;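 active = activation above a per-plate cutoff, the mean activation of sample wells on that plate plus 3 SD, cut at about 8% in these data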
# NCOA2 inhibitor = inhibits human steroid receptor coactivator 2; 0.17% of 370,000 active; inhibition, % at 9 µM; HEK293 GAL4-SRC2 luciferase reporter, luminescence;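 active = inhibition above the mean inhibition of all tested compounds plus 3 SD, set per campaign, cut at about 52% in these data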;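 also: 0% = DMSO treated cells and 100% = cells given Gossypol at 36 µM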
# TLR9-MyD88 block = blocks human TLR9 binding to MyD88. Q9NR96+Q99836. CHO BLA complementation TLR9-MyD88, CCF4 FRET ratio. inhibition, % at 4.98 µM. 0.21% of 340,000 active. AID 504734;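 active = inhibition above the mean over all tested compounds plus 3 SD, cut at about 21% in these data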;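 also: 0% = DMSO only wells and 100% = clavulanate BLA inhibitor control wells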
# Target sequence (Q99836 whole entry, looked up): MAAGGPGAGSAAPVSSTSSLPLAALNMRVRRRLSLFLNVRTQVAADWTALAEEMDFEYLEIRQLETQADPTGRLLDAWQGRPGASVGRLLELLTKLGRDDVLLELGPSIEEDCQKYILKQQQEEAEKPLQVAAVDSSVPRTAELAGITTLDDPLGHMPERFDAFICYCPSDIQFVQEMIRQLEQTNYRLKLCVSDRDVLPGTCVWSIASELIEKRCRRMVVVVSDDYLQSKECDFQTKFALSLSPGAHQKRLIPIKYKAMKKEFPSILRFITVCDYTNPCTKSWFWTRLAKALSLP
# Target sequence (Q9NR96 whole entry, looked up): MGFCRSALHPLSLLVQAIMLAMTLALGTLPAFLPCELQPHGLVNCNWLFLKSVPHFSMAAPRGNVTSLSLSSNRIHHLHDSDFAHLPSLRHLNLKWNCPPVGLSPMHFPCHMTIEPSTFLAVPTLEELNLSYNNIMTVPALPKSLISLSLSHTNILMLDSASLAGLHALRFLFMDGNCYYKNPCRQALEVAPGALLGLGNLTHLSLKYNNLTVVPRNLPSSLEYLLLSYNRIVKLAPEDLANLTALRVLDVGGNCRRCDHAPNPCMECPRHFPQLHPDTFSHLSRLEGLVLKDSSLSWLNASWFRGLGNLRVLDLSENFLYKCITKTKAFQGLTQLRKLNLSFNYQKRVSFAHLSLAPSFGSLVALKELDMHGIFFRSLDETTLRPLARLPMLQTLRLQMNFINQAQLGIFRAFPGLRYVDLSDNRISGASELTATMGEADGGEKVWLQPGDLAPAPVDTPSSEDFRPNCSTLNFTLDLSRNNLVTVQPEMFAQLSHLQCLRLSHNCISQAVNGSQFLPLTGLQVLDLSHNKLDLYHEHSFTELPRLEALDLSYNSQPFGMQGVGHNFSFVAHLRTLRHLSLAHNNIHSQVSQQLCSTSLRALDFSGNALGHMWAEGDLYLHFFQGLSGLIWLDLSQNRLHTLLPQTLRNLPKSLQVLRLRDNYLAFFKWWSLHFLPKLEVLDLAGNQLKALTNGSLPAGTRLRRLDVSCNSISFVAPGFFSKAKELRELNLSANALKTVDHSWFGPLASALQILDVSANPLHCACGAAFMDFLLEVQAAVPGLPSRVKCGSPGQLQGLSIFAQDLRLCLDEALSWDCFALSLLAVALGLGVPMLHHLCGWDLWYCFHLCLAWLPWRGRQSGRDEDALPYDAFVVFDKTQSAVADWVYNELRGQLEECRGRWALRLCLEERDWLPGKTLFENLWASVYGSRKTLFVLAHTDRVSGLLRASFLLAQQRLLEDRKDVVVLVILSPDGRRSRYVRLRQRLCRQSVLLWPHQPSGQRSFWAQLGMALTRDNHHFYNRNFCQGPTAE
# Cardio protect = myocardial damage modulation in H9c2 cells | H9c2 cardiomyocytes, H2O2 injury protection, ATPLite, 2 h | protection from H2O2 cell death, % at 20 µM | 0.63% of 360,000 active | AID 588492;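 active = compounds giving at least 50% protection of heart cells from peroxide-induced death in the single-dose screen, raw or plate-pattern-corrected value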;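 also: 0% = DMSO wells with peroxide and 100% = DMSO wells without peroxide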
# NOD2 RIPK2 PPI = blocks binding of human NOD2 to RIPK2; inhibition, % at 4.98 µM; 0.38% of 360,000 active; AID 624267; CHO BLA complementation NOD2-RIPK2, CCF4 ratio; in the data active = inhibition above about 21%;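 also: 0% = vehicle only and 100% = reference blocker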
# N-glyco inh = blocks N-linked glycosylation in D54 reporter cells; D54 ERlucT glycosylation luciferase reporter, 24 h; percent of 100 nM tunicamycin response; reporter increase, % at 12.5 µM; 0.23% of 360,000 active; AID 588692;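 active = mean luciferase reporter signal, scaled so untreated is 0 and the glycosylation-blocking control 100, at or above a set limit in every replicate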;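 also: luciferase carries N-glycosylation sites so blocking glycosylation raises the light; 0% = median of neutral control wells and 100% = median of 100 nM tunicamycin wells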
# MC4R antagonist = blocks human MC4R cAMP signaling; P32245; MC4R-expressing cells, MTII-stimulated cAMP, LANCE TR-FRET; inhibition, % at 6.5 µM; 0.48% of 360,000 active;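 active = inhibition above its plate's cutoff, the mean of tested wells on that plate plus 3 SD, cut at about 29% in these data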;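 also: 0% = Melanotan II alone and 100% = Melanotan II plus saturating MCL0020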
#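 Assay system: U2OS cells stably expressing human melanocortin 4 receptor (MC4R) / Dosing: 6.5 µM / Timing: compound 30 min, challenge 1 h, detection 1 h / Measured by: Eu-cAMP/anti-cAMP TR-FRET, emission 671 nm / Replicates: singlicate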
# m5-HT2A agonist = activates the mouse 5-HT2A serotonin receptor. P35363. CHO-K1 mHTR2A beta-arrestin complementation, luminescence; percent of 30 µM serotonin response. activation, % at 7.6 µM. 0.66% of 360,000 active. AID 624169;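 active = activation above a run cutoff, the mean activation of all tested compounds plus 3 SD, cut at about 14% in these data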;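 also: 0% = plate median of compound wells and 100% = 30 µM serotonin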
# ABCB6 inh MLPCN = inhibitors of human ABC transporter ABCB6. Q9NP58. K562-ABCB6 porphyrin accumulation, flow cytometry, 1 h; stronger effect = lower value. fluorescence ratio to DMSO, % at 10 µM. 0.19% of 360,000 active. AID 602162;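 active = fluorescence ratio to DMSO below 75%, the collection mean minus 3 SD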;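 also: signal is porphyrin accumulated inside mitochondria; 100% equals median channel fluorescence of DMSO control wells; lower ratio means ABCB6 inhibition with less porphyrin fluorescence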
# ABHD5-PLIN5 inh = ABHD5-PLIN5 protein interaction inhibition | Q00G26+Q8WTS1 | Split G. princeps luciferase complementation, luminescence, 4 h | inhibition, % at 4 µM | 0.78% of 360,000 active;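 active = inhibition above the mean inhibition across every tested compound plus 3 SD, cut at about 22% in these data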;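 also: 0% = DMSO only wells and the 100% control is not disclosed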
# The depositor's hits bear a star; / = no result given. The list is partial; the hit share may differ from the screen's.
SMILES,MC4R barr agon,NCOA2 inhibitor,TLR9-MyD88 block,Cardio protect,NOD2 RIPK2 PPI,N-glyco inh,MC4R antagonist,m5-HT2A agonist,ABCB6 inh MLPCN,ABHD5-PLIN5 inh
CS(=O)(=O)NCc1nnc(SCC(=O)NC2CCCCC2)n1-c1ccc(F)cc1,2.1,-8.2,-6.2,6.1,-4.8,2.0,-1.4,-2.4,102.0,-2.5
Cc1ccc(-c2nc3ccccc3n2C(C(=O)NC(C)(C)C)C2CC2)cc1 (stereo not given),/,-35.8,/,/,-2.8,/,/,-5.1,/,4.7
CCOC(=O)C1=C(C)N(CCCC(=O)O)C(=O)NC1c1ccccc1OS(=O)(=O)c1ccc(C)cc1 (stereo not given),-1.1,/,4.2,4.5,-3.7,-0.5,8.5,-1.8,95.0,2.4
Nc1nc2c(s1)C(=O)CCC2,0.7,-6.9,-9.9,-1.4,3.0,4.4,10.6,1.4,92.0,-4.1
CC1(C)C(=O)OC(c2cccs2)C(C)(C)C1=O (stereo not given),-0.7,-33.7,1.5,-0.9,3.4,1.3,3.3,-1.8,97.0,2.8
O=C(/C=C/c1ccccc1Cl)OCC(=O)c1ccc[nH]1,-1.9,-14.9,2.1,-10.7,-10.0,-1.2,-5.5,-2.0,96.0,7.2
O=C(c1cccc(S(=O)(=O)N2CCOCC2)c1)N1CCN(c2ncccn2)CC1,1.1,10.7,-3.5,-1.8,-2.0,1.4,-1.4,2.9,94.0,6.8
CCOc1cc(C2C3=C(CCCC3=O)N(CCC(=O)O)C3=C2C(=O)CCC3)ccc1OS(=O)(=O)c1ccc(C)cc1,-0.8,11.2,-16.0,12.1,4.8,-0.3,9.3,0.2,97.0,-0.6
COc1cc(Cn2nnc3ccccc32)cc(Br)c1O,-0.9,-6.6,-10.5,2.2,1.4,-1.8,-5.3,-3.6,92.0,-13.2
Cc1ccc(/C=N/NC(=O)C[n+]2ccccc2)s1,-1.2,-3.1,1.7,-0.4,-6.8,-3.6,0.1,-0.3,96.0,-4.1
Cc1nnc(SCC(=O)N2CC(=O)Nc3ccccc32)n1C,0.1,-15.6,1.9,10.9,3.7,1.4,11.1,10.0,106.0,-1.3
CN(Cc1ccc(F)cc1)C(=O)c1ccc(NC(=O)CC2SC(N3CCCC3)=NC2=O)cc1 (stereo not given),-1.0,-4.0,4.8,-3.5,-16.3,2.5,3.8,-0.4,96.0,2.4
COc1cc2c(cc1OC)[C@@H]1Cc3cc4c(cc3[C@H](C2)N1C)OCO4,-0.5,-7.8,5.9,3.7,-13.3,-0.2,10.3,17.7*,93.0,4.1
COC(=O)c1c(NC(=O)CCCC(=O)O)sc2c1CCCCC2,4.1,33.7,3.4,3.6,4.4,0.1,-1.4,4.7,111.0,3.3
CCOc1ccc(N(CC(=O)NCc2ccc(OC)cc2)S(=O)(=O)c2c(C)[nH]c(=O)[nH]c2=O)cc1,0.4,0.2,-13.2,-1.2,-8.0,4.5,-1.7,8.1,99.0,5.4
OC[C@@H]1CCCN1Cc1nc(-c2cccs2)no1,0.0,-1.4,-0.1,2.7,-3.0,2.1,1.3,-1.2,103.0,0.7
COC(=O)c1[nH]c2cc(OC)ccc2c1NC(=O)c1nonc1C,-1.1,-2.7,-1.5,-0.5,-1.1,9.3,-9.9,-1.9,99.0,-7.5
Cc1nc2ccccc2c(=O)n1/N=C/c1ccccc1O,-0.3,-44.4,-6.0,2.2,-13.9,-2.1,-6.6,0.0,92.0,-0.8
O=C(C1CCCCC1)N(Cc1ccccc1)c1ccccn1,-1.4,-1.5,-2.0,3.2,-1.1,-1.3,-2.5,4.5,97.0,-2.6
Cc1cc(Cl)c2oc(C(=O)N(C)CCc3cnn(C)c3)c(C)c2c1,-2.4,-16.9,-6.1,1.2,-9.3,0.7,5.2,1.9,100.0,7.4

# Gathered by group, those above with an aryl thioether with sulfur outside any ring.
SMILES,MC4R barr agon,NCOA2 inhibitor,TLR9-MyD88 block,Cardio protect,NOD2 RIPK2 PPI,N-glyco inh,MC4R antagonist,m5-HT2A agonist,ABCB6 inh MLPCN,ABHD5-PLIN5 inh
CS(=O)(=O)NCc1nnc(SCC(=O)NC2CCCCC2)n1-c1ccc(F)cc1,2.1,-8.2,-6.2,6.1,-4.8,2.0,-1.4,-2.4,102.0,-2.5
Cc1nnc(SCC(=O)N2CC(=O)Nc3ccccc32)n1C,0.1,-15.6,1.9,10.9,3.7,1.4,11.1,10.0,106.0,-1.3

# (next part)
SMILES,MC4R barr agon,NCOA2 inhibitor,TLR9-MyD88 block,Cardio protect,NOD2 RIPK2 PPI,N-glyco inh,MC4R antagonist,m5-HT2A agonist,ABCB6 inh MLPCN,ABHD5-PLIN5 inh
c1ccc(C2=NCCCO2)cc1,1.5,15.3,3.5,0.9,10.4,-0.8,6.7,-3.4,104.0,-7.4
CCc1ccc(OCC(O)Cn2c(N3CCCCC3)nc3c2c(=O)[nH]c(=O)n3C)cc1 (stereo not given),3.4,14.9,0.3,5.3,-8.5,0.3,26.8,4.5,92.0,0.0
O=C(NCCCN1CCCCCC1)c1ccc(N2CCCC2=O)cc1,0.1,-14.2,-1.8,6.5,2.8,-0.8,4.0,-0.5,98.0,2.1
CCCc1nc2ccc(N)cc2c(=O)n1Cc1ccccc1Cl,-0.6,-20.9,-7.8,-3.1,-2.3,-0.4,-8.8,-1.5,100.0,4.8
CCCc1cc(N2CCN(c3ccccn3)CC2)n2nc(C)c(-c3ccccc3)c2n1,-1.1,-16.2,-4.7,-2.9,-8.8,-0.5,2.8,-0.6,97.0,5.8
N#Cc1ccc(COC(=O)c2cc(=O)c3ccccc3o2)cc1,5.5,2.2,-14.7,10.6,0.8,-0.9,-1.9,1.9,89.0,12.7
CC1(C)CC(=O)C(C=NCCC2=CCCCC2)=C(O)C1,0.7,-9.0,1.9,10.5,-7.4,-0.4,6.6,4.0,101.0,2.6
Cc1ccc(NC(NC(=O)c2cccnc2)C(Cl)(Cl)Cl)cc1 (stereo not given),0.4,7.3,-2.6,-6.9,-8.3,0.7,1.0,-0.6,97.0,-4.4
CCOC(=O)c1ccc(N=C2SC(C(=O)NC)CC(=O)N2Cc2ccc(F)cc2)cc1 (stereo not given),-3.7,-15.3,1.9,0.9,-0.3,-0.5,5.0,-0.6,97.0,-2.8
CC(=O)NC(C)(c1ccccc1)c1nc(-c2cccc(C(F)(F)F)c2)cs1 (stereo not given),-0.2,-13.3,/,3.5,3.6,-3.6,9.2,-8.6,101.0,-2.8
CN(CC(=O)Nc1ccccc1Cl)C(=O)COC(=O)c1nc(Cl)ccc1Cl,-1.9,-6.4,-4.5,0.6,3.0,3.1,-2.6,2.9,101.0,0.6
O=[N+]([O-])c1cccnc1-n1cnc2ccccc21,-2.5,-1.8,-4.0,1.7,-8.5,0.6,14.0,4.0,96.0,5.2
C=CCOc1ccccc1/C=N/NC(=O)Cc1ccccc1,-1.0,-10.4,-2.5,-2.1,8.4,-0.9,2.0,-5.5,93.0,-3.1
O=C(NC(C(=O)N/N=C/c1cccnc1)c1n[nH]c(=O)c2ccccc12)c1ccccc1 (stereo not given),1.5,-1.1,-4.0,12.4,-2.7,1.6,-5.4,1.7,102.0,4.0
COc1ccc(CCNC(=O)C2CCCN2C(=O)Nc2cccc(C(C)=O)c2)cc1OC (stereo not given),-1.6,15.8,-3.1,4.8,-7.4,1.2,-6.3,-0.5,85.0,-5.6
CCN(C(=O)CSc1ccc2ccccc2n1)C1CCCCC1,-1.3,5.1,2.6,-3.1,12.0,-2.5,1.1,-6.2,100.0,-6.4
CC(C)(C)N/N=C1\CC(c2ccccc2)Oc2ccccc21 (stereo not given),0.9,3.9,12.6,-8.3,-4.9,-2.9,-1.6,5.1,105.0,-4.8
Clc1ccc(-c2n[nH]c3c2CCC3)cc1Cl,-0.4,17.2,-2.4,-12.9,-4.0,2.1,8.6,-0.2,85.0,-12.3
CCOc1ccc(CCNC(=O)c2ccc3c(=O)[nH]c4c(C(=O)NC(C)C)sc(=S)n4c3c2)cc1,0.9,5.8,18.6,-1.0,-5.2,5.0,-0.9,18.8*,101.0,-1.9
COC(=O)c1ccc2c(c1C(=O)OC)CN(S(=O)(=O)C(C)(C)C)[C@@H]2CCO,-2.2,-19.7,-2.2,-4.5,-10.4,4.1,0.2,-1.0,95.0,5.5
O=C1NC[C@H](CCCCN2C[C@H](Cc3ccc(O)cc3)N(CCC3CCCCC3)C(=O)C2=O)N(CCc2ccccc2)C1=O,/,10.0,/,/,-9.8,/,/,-1.0,97.0,11.9
COc1ccccc1C(=O)NC(=O)COC(=O)CNC(=O)c1ccccc1F,-1.6,5.1,-2.5,15.2,-4.6,2.2,1.2,3.0,103.0,-0.2
Cc1c(C(=O)OCC(=O)N2CCN(c3ccccc3)CC2)oc2ccccc12,-0.7,-0.5,6.1,-4.2,10.1,-0.6,0.1,2.8,95.0,1.4
Cc1cc(C(=O)CN2C(=O)NC3(CCCCCC3)C2=O)c(C)n1C,-3.6,-38.9,-2.4,11.5,-9.4,-0.3,4.3,5.0,100.0,8.1
O=C(c1cc(-c2ccco2)nc2ccccc12)N(Cc1nnc(-c2ccc(Cl)cc2)o1)C1CC1,-1.8,-28.4,-4.2,-1.8,0.8,-0.2,1.8,-0.4,101.0,5.3
Cc1c(C)c2c(OCC(=O)NCc3ccco3)cc3c(c2oc1=O)CCC(C)(C)O3,-0.8,-25.9,4.5,-2.6,-11.4,-2.6,9.0,2.8,98.0,2.4
CN(C)c1nc(N(C)C)c2cnn(C)c2n1,-1.7,-18.7,-9.0,2.1,8.0,-1.0,1.9,1.1,101.0,-3.7
CC(C)[C@@H](C(=O)NCc1ccco1)N1C(=O)N2CCc3c([nH]c4ccccc34)[C@@]2(C)C1=O,0.2,-3.7,0.2,-5.6,-9.8,-1.1,7.9,-7.1,100.0,-3.6
COc1ccc(C)cc1NC(=O)CN(C)S(=O)(=O)c1ccc2c(c1)c(=O)n(C)c(=O)n2C,-1.5,/,4.3,6.6,13.3,0.2,14.5,-1.1,98.0,-3.0
CSc1ncnc2c1ncn2CCCNCc1cccs1,-0.5,11.3,-4.9,5.1,-13.5,1.7,6.1,19.2*,98.0,7.1
Cc1cc(NC(=O)CSCC(=O)OCC(=O)Nc2cc(C)c(C)cc2[N+](=O)[O-])no1,-3.1,-22.3,-4.5,17.3,-3.7,0.7,22.9,1.4,96.0,-7.4
CCN1CCN(C(=O)c2ccc(C)c(S(=O)(=O)Nc3cccc(C)c3)c2)CC1,-3.0,-22.0,-12.2,3.9,-7.2,2.2,2.9,2.7,102.0,1.4
CCn1nc(NC(=O)c2ccncc2)c2cc3ccc(C)cc3nc21,-0.8,-0.6,7.7,6.1,-7.7,0.0,-7.3,-2.3,95.0,8.0
CCCS(=O)(=O)N1CCN(C(=O)COc2ccc(-c3ccccc3)cc2)CC1,-1.2,3.3,5.0,2.1,-7.0,-2.2,-2.0,12.2,91.0,1.3
Cc1sc2ncn(CC(=O)NCCN3CCOCC3)c(=O)c2c1S(=O)(=O)N1CCC(C)CC1,-0.5,4.9,-3.5,8.0,-8.6,2.0,3.5,-2.1,100.0,-4.5
